Assay outcomes (PubChem BioAssay)
HSP90 refold inh: inhibitors of HSP90 luciferase refolding in rabbit reticulocyte lysate; luciferase refolding luminescence, 3 h; inhibition, % at 5.6 µM; 290,000 compounds, 0.91% hits;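 active = inhibition above the screen-wide mean plus 3 SD, computed separately per campaign, cut at about 16% in these data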;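 also: 0% = DMSO wells and 100% = 60 µM geldanamycin wells; inhibitors lower the luminescence because luciferase stays unfolded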
* marks the source's active call; other numbers are inactive results. These rows are one share of the data; count on the stated rates, not on these rows.

SMILES	HSP90 refold inh
Cc1cc(C)n(-c2nc3c(c(=O)n(C)c(=O)n3C)n2CC(O)COc2ccccc2C)n1 (stereo unspecified)	-3
COc1ccccc1C(=O)Nc1cc(-c2nn3c(C)nnc3s2)ccc1C	0
CN(C)CCNC(CC(=O)Nc1ccc(Cl)c(Cl)c1)C(=O)O (stereo unspecified)	1
Cc1ccc(C2=NN=C(NC(=O)C(F)(F)F)SC2)cc1	-1
O=c1[nH]c(N2CCc3ccccc3C2)nc2c1CCCC2	1
CCN(C(=O)c1ccc2c(Cl)c3c(nc2c1)CCC3)c1cccc(C)c1	1
CC12CCC(C(=O)N3CCN(C(=O)C45CCC(C)(C(=O)O4)C5(C)C)CC3)(OC1=O)C2(C)C	1
O=c1c2ccccc2nc2n1CC/C2=C\c1ccccc1[N+](=O)[O-]	-1
Cn1c(=O)oc2cc(S(=O)(=O)N3CCCC(C(=O)N4CCn5c4nc4ccccc45)C3)ccc21 (stereo unspecified)	-4
Cc1ccc(C)c(SCC(=O)Nc2cc(C)nn2-c2ccc(F)cc2)c1	1
CCOC(=O)c1sc(N2C(=O)C(O)=C(C(=O)c3ccco3)C2c2ccccc2)nc1C (stereo unspecified)	0
Clc1ccc2c(Cl)c(-c3nnc(-c4ccccc4)o3)sc2c1	0
O=c1[nH]c(CN2CCCCC2)nc2c1C1(CCCC1)Cc1ccccc1-2	1
CN(C)CCCN1C(=O)C(=O)/C(=C(/O)c2ccc3c(c2)OCO3)C1c1ccccn1 (stereo unspecified)	-4
CCOC(=O)c1ccc2c(c1)N(CC)/C(=C\C=C1/SC(=S)N(CC)C1=O)N2CC	3
CCCCCCc1cc2cc(-c3nnc(-c4cccc(OC)c4)o3)c(=O)oc2cc1O	-1
Cc1ccc(N2C(=O)N(CC(=O)C(C)(C)C)c3ccccc3S2(=O)=O)cc1	-1
CCCCC[C@H](O)/C=C/[C@H]1C=CC(=O)[C@@H]1C/C=C\CCCC(=O)O	0
CCOc1nc(-c2ccc(OC)cc2)ccc1-c1noc(-c2cccnc2)n1	0
Cc1ccc(NC(=O)COC(=O)c2ccc3c(c2)NC(=O)C2CCCN32)cc1C (stereo unspecified)	3
O=C1c2cccc3c(N4CCCCC4)ccc(c23)C(=O)N1c1ccc(Cl)cn1	-2
Cc1ccc(Nc2nc(C3CC3)cs2)cc1	-7
N#Cc1c(SCC(N)=O)nc2c(c1-c1ccc(OCc3ccccc3)cc1)CCCC2	0
Cc1nnc2n(CCc3ccccc3)c(=O)c3c4c(sc3n12)CCCC4	1
CCOc1[nH]n(-c2ccc(Cl)cc2)c(=O)c1C=Nc1ccc(C)cc1	1
Cc1cc(C)c2nc3s/c(=C/c4ccccc4)c(=O)n3c2c1	2
CC1(C)S[C@@H]2[C@H](NC(=O)[C@H](C(=O)O)c3ccsc3)C(=O)N2[C@H]1C(=O)O	1
Cc1ccc(/C(O)=C2\C(=O)C(=O)N(CCCN(C)C)C2c2ccccn2)cc1 (stereo unspecified)	-1
CN(C)CCCNc1c(C(=O)O)cnc2c1cnn2C	0
CSc1ccc(CN2CCC(O)CC2)cc1	0

Gathered by group, the compounds so far with a COOH group
SMILES	HSP90 refold inh
CN(C)CCNC(CC(=O)Nc1ccc(Cl)c(Cl)c1)C(=O)O (stereo unspecified)	1
CCCCC[C@H](O)/C=C/[C@H]1C=CC(=O)[C@@H]1C/C=C\CCCC(=O)O	0
CC1(C)S[C@@H]2[C@H](NC(=O)[C@H](C(=O)O)c3ccsc3)C(=O)N2[C@H]1C(=O)O	1
CN(C)CCCNc1c(C(=O)O)cnc2c1cnn2C	0

2 records drawn at random from those above, as already listed:
SMILES	HSP90 refold inh
O=C1c2cccc3c(N4CCCCC4)ccc(c23)C(=O)N1c1ccc(Cl)cn1	-2
CN(C)CCCNc1c(C(=O)O)cnc2c1cnn2C	0

Later entries.
SMILES	HSP90 refold inh
Cn1c(=N)c(S(=O)(=O)c2ccc(Cl)cc2)cc2c(=O)n3ccccc3nc21	3
O=[N+]([O-])c1cc(CN2CCOCC2)c2cccnc2c1O	0
COc1cccc2cc(C(=O)C3=C(O)C(=O)N(CCCN4CCOCC4)C3c3ccncc3)oc12 (stereo unspecified)	1
CC(C)CCOc1ccc(C(=O)CCNC(C)C(=O)O)cc1 (stereo unspecified)	4
CCOC(=O)c1cc2c(=O)n3cccc(C)c3nc2n(C)c1=N	-3
Cn1c(=O)c2c(nc(SCC(=O)N3CCc4ccccc43)n2Cc2ccc(F)cc2)n(C)c1=O	0
Cc1nnc(Sc2nc3c(c(=O)[nH]c(=O)n3C)n2CCCc2ccccc2)s1	-1
COC(=O)c1ccc(C(=O)OC)c(NC(=O)c2cc3ccccc3o2)c1	1
CCCn1c(SCC(=O)Nc2ccccc2C(=O)OCC)nc2c1c(=O)n(C)c(=O)n2C	-3
CCOC(=O)c1c(NC(=O)c2noc3c2CCCC3)sc(C)c1C	-1
CCC1(C)Cc2c(sc3c2c(=O)n(C)c2nnc(SCC(=O)c4ccc(Cl)cc4)n32)CO1 (stereo unspecified)	4
CN(C)c1ccnc(Oc2ccccc2)c1C#N	-5
Cc1ccc(S(=O)(=O)c2cc3c(=O)n4ccccc4nc3n(CC3CCCO3)c2=N)cc1 (stereo unspecified)	1
COC(=O)c1cc(OC)c(OC)cc1NC(=O)c1oc2ccccc2c1C	-5
O=C1c2ccccc2-c2onc3c(Oc4ccccc4)cc(O)c1c23	6
Cc1nc(Nc2nc(=O)c3ccccc3n2C)nc2c(C)cccc12	4
CCn1c(SCC(=O)N2c3ccccc3Sc3ccc(Cl)cc32)nc2c1c(=O)n(C)c(=O)n2C	1
NC(=O)CSc1nnc(CCc2nc3ccccc3[nH]2)n1-c1ccccc1	-3
CCOc1ccc2nc(NC3=NCN(CC4CCCO4)CN3)nc(C)c2c1 (stereo unspecified)	-2
CNC(=O)CSc1nnc(-c2cc3c(C)nn(-c4ccccc4)c3s2)n1C	-2
CCOC(=O)c1[nH]c2cc(OC)c(OC)cc2c1NC(=O)CN1CCN(C)CC1	5
CCCN1C2=C(C(=O)CCC2)C(c2ccc(F)cc2)C2=C1c1ccccc1C2=O (stereo unspecified)	-1
CSc1nc2sc3c(c2c2nnnn12)CC(C)(C)OC3	-3
C[C@@H]1NC(=O)c2cc([N+](=O)[O-])cc(I)c2OCC[C@@H](C(N)=O)NC(=O)[C@H](CCC(=O)O)NC1=O	0
COC(=O)c1cc2oc(C)cc2n1CC(=O)Nc1ccc(OC)c(OC)c1OC	-3
O=C(CSc1nnc(-c2ccc(Cl)s2)o1)N1CCOCC1	3
CCCCCCc1nc2ccccc2c(=O)n1NC(=O)c1c(O)c2cccc3c2n(c1=O)CC3	-2
COc1ccc(S(=O)(=O)Cc2ccc(C(=O)NCc3ccc(F)cc3)o2)cc1	-2
CCOC(=O)C1=C(O)/C(=C\c2ccc(CNC(=O)C(=O)Nc3ccc(C)c(C)c3)o2)N=C1C	2
Nc1sc(-c2ccccc2)cc1C(=O)O	3
CCOC(=O)c1c2ccc(OCC(=O)N/N=C/c3ccccc3C(F)(F)F)cc2n2ccccc12	-2
O=C(/C=C/c1cccc([N+](=O)[O-])c1)NC(=S)Nc1ccccc1C(=O)O	3
Cc1ccc(C)c(CSc2nc3ccncc3n2CC(=O)Nc2ccc(C)c(C)c2)c1	-3
N#CC(=C1N=c2ccccc2=N1)c1c(O)[nH]c2ccccc12	-1
Cc1ccnc2ccc(P(=O)(c3ccccc3)c3ccccc3)cc12	-1
COc1cccc(-n2c(SCC(=O)N3CCCC3)nc3c([nH]c4ccccc43)c2=O)c1	-3
CCOC(=O)c1cc2c(=O)n3cccc(C)c3nc2n(CCOC)c1=NC(=O)c1ccncc1	-1
COc1cc(-n2c(C)nc3cc(C(=O)NCCN4CCOCC4)ccc32)cc(OC)c1OC	-2
CC(C)N(C(=O)c1ccc2nc3c4ccccc4c4ccccc4c3nc2c1)C(C)C	4
O=c1[nH][nH]c(=S)n1-c1ccccc1C(F)(F)F	4
CCN1C(=O)/C(=C2\SC(=S)N(CC3CCCO3)C2=O)c2ccccc21 (stereo unspecified)	3
Cc1cccn2c(=O)c3cc(C#N)c(=N)n(CC4CCCO4)c3nc12 (stereo unspecified)	2
Cc1nc(NC2=NC(C(=O)Nc3ccc(Cl)cc3)CC(=O)N2)nc2ccccc12 (stereo unspecified)	-4
Cc1nc2ccccc2c(=O)n1NC(=O)Cc1ccccc1	-2
COn1c(C)c(C)c2c3nonc3ccc21	-6

Arranged by the number under HSP90 refold inh (low to high): some entries from above
SMILES	HSP90 refold inh
CCCn1c(SCC(=O)Nc2ccccc2C(=O)OCC)nc2c1c(=O)n(C)c(=O)n2C	-3
CCOC(=O)c1cc2c(=O)n3cccc(C)c3nc2n(CCOC)c1=NC(=O)c1ccncc1	-1
C[C@@H]1NC(=O)c2cc([N+](=O)[O-])cc(I)c2OCC[C@@H](C(N)=O)NC(=O)[C@H](CCC(=O)O)NC1=O	0
Cn1c(=N)c(S(=O)(=O)c2ccc(Cl)cc2)cc2c(=O)n3ccccc3nc21	3
CCOC(=O)c1[nH]c2cc(OC)c(OC)cc2c1NC(=O)CN1CCN(C)CC1	5

A different layout for some results above.
SMILES: Clc1ccc2c(Cl)c(-c3nnc(-c4ccccc4)o3)sc2c1
  HSP90 refold inh = 0
SMILES: Cn1c(=N)c(S(=O)(=O)c2ccc(Cl)cc2)cc2c(=O)n3ccccc3nc21
  HSP90 refold inh = 3

Next section.
SMILES	HSP90 refold inh
O=C(CCCN1C(=O)/C(=C/c2cccs2)SC1=S)Nc1ccc(O)c(C(=O)O)c1	0
O=C(Nc1nc2cc3c(cc2s1)OCCO3)c1cccc(S(=O)(=O)N2CCOCC2)c1	1
Cc1nccc2[nH]c(=O)c(C(=O)NCCCN(C)C3CCCCC3)cc12	-3
O=C(O)C1CCC(CNCc2cccnc2)CC1 (stereo unspecified)	1
O=C(c1cnc2n(c1=O)CCS2)N1CCN(c2ccccc2Cl)CC1	6
CCCCS(=O)(=O)NC1=NCN(C2CCN(Cc3ccccc3)CC2)CN1	2
C=CCn1c(=O)/c(=C2/SC(C)=C(C)N2CC)s/c1=C1/C(=O)N(C)C(=S)N1c1ccccc1	-5
CCOC(=O)CC1C(=O)NCCN1c1nc2c(C)cccn2c(=O)c1/C=C1\SC(=S)N(CC(C)C)C1=O (stereo unspecified)	4
O=C(C1CCN(S(=O)(=O)c2cccc3cccnc23)CC1)N1CCN(C2CCCCC2)CC1	-5
Cc1ccc(C)c(N(CC(=O)NC2CCCCC2)C(=O)CCC(=O)Nc2ccccn2)c1	4
Cc1ccc(S(=O)(=O)N2CCC(C(=O)Nc3nnc(C45CC6CC(CC(C6)C4)C5)s3)CC2)cc1	-4
CN=C1S/C(=C\c2cn(C(C)=O)nc2-c2ccccc2)C(=O)N1C	0
Brc1ccc(C2=Nn3c(nnc3-c3ccncc3)SC2)cc1	0
Cc1sc2nc3c(C(=O)N4CCN(c5ccccn5)CC4)cccn3c(=O)c2c1C	-1
COc1ccc2[nH]cc(C(=O)CN3CCN(C/C=C/c4ccccc4)CC3)c2c1	4
Cc1cccc(NC(=O)c2c(O)c3cccc4c3n(c2=O)CCC4)n1	-7
CNc1nc(OCC(F)(F)F)nc(N2CCN(C34CC5CC(CC(C5)C3)C4)CC2)n1	0
Cc1cc(C(F)(F)F)n(-c2nc(C(=O)Nc3ccccc3Oc3ccccc3)cs2)n1	0
O=c1[nH]c(SCc2cc(=O)n3ccccc3n2)nc2c1CCC2	3
Cn1c(=O)c2c(nc(N3CCCCC3)n2CCSc2nc3ccccc3o2)n(C)c1=O	-2
CCOC(=O)C(Sc1ncnc2c1sc1nc(N3CCOCC3)c3c(c12)CCCC3)c1ccccc1 (stereo unspecified)	2
O=C(COc1ccccc1/C=C\c1nc(O)c([N+](=O)[O-])c(=O)[nH]1)Nc1ccccc1	5
COC(=O)c1ccc(COc2ccc3c(C)c(C)c(=O)oc3c2C)o1	3
CCOc1ccc(-n2c3nc4ccccc4nc3c3c(=O)n(Cc4ccco4)cnc32)cc1	4
